MCF10A rerep: inducers of DNA re-replication in MCF 10A breast cells | 350,000 tested, 2.9% active | MCF 10A DNA re-replication, Hoechst nuclear intensity, 48 h | Potency, µM (top dose mostly 46.1 µM), without a hit: at the highest dose activity, positive = re-replication, most hits filed as activators | AID 624296; also: potency is read from the fitted curve at half-maximal effect; % of control where 0% means no effect; nearly all actives have a fitted effect of over 50% in size
HT1080-NT tox: kills 2HG-producing HT-1080-NT fibrosarcoma cells; HT-1080-NT fibrosarcoma viability, CellTiter-Glo ATP luminescence, 48 h; Potency, µM (doses to about 46.1 µM), for inactives: at the highest dose activity, negative = less viability, hits mostly cytotoxic; 360,000 tested, 1.6% active; AID 686970;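 also: NT is the 2HG producing partner of a matched IDH1 knockdown line; potency is read from the fitted curve at half-maximal effect; 0% = DMSO-treated cells and -100% = media-only wells without cells; nearly all actives have a fitted effect of over 55% in size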
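Viability by CellTiter-Glo luminescence after 48 h compound exposure at 37C of HT-1080-NT cells (750/well, RPMI, 5% FBS). % activity scaled between DMSO wells and medium-only wells, then curve-fitted and categorized by curve class.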
HEK293 tox: cytotoxicity in counter-screen for GLP-1R inverse agonists. HEK293 cAMP-luciferase reporter cells, luminescence, 24 h. Potency, µM (titrated, usually from 38.3 µM), without a hit: at the top dose activity change, negative = inhibition, usual class: inhibitors. 410,000 tested, 0.13% active. AID 624418;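 also: loss of luciferase light is scored as toxicity; potency is read from the fitted curve at half-maximal effect; % is scaled to controls: 0 for no effect and ±100 for the full control effect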
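Luminescence readout: signal drop marks cytotoxicity. Plated cells grew 12 h at 37 °C, 5% CO2, received 23 nL compound for 24 h, then got luciferase reagent, read after 12 min at RT.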
IL1B secr inh: inhibitors of inflammasome signaling (IL-1 beta secretion); THP-1 LPS/ATP IL-1B secretion, AlphaLISA, 16 h; active compounds read low; activity change, % at 57.5 µM; 360,000 tested, 4.7% active; AID 743279; in the data active = activity change below about -50%; inconclusive = mostly about -30% to -49%; also: % is scaled to controls: 0 for no effect and ±100 for the full control effect
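Secreted IL-1B measured by AlphaLISA bead assay after 16 h compound exposure of THP-1 cells; compounds (final up to 57.5 uM) added 1 h before LPS (250 ng/mL) and ATP (1.25 mM) stimulation; lower signal means less secretion.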
KB-V1 MDR tox: KB-V1 MDR subline cytotoxicity; KB-V1 MDR cells viability, CellTiter-Glo, 72 h; Potency, µM (doses to about 46.1 µM), without a hit: at the highest dose activity change, negative = cytotoxicity, most hits filed as cytotoxic; 400,000 tested, 3.4% active; AID 1347076; also: potency is read from the fitted curve at half-maximal effect; % is scaled to controls: 0 for no effect and ±100 for the full control effect; nearly all actives have a fitted effect of over 60% in size
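KB-V1 MDR subline cells in DMEM (phenol-red free, 10% FBS) exposed to compounds in qHTS concentration series for 72 h at 37 degrees C. Viability read by CellTiter-Glo luminescence; concentration-effect curves fitted after normalization and correction.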
D3 ag: D3 dopamine receptor (human) agonism; P35462; D3R DiscoveRx beta-arrestin cells, luminescence, 90 min; max activation, %; 410,000 tested, 0.58% active; AID 652048; in the data active = max activation above about 30%; also: 0% is about no effect; mostly tested at two doses, the higher about 12 µM
Target sequence (P35462 whole entry, looked up): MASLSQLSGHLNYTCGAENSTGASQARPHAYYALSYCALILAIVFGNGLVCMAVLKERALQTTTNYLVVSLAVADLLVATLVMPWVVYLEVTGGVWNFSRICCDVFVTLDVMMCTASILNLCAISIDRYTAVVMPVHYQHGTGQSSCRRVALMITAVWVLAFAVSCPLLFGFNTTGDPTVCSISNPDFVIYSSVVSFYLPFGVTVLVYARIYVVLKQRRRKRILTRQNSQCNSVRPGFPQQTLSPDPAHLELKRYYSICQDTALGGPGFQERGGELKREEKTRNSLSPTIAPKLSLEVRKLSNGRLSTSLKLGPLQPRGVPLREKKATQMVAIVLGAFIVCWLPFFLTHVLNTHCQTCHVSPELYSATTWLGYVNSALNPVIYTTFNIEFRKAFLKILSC
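Agonist-mode cell screen: cells plated at 1500/well and incubated overnight at 37 °C, then exposed to library compounds for 90 min at 37 °C. Detection reagent was added for 30–60 min at room temperature, and luminescence was read.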
KB-3-1 cytotox: KB-3-1 parental cell cytotoxicity. KB-3-1 viability, CellTiter-Glo ATP luminescence, 72 h. Potency, µM (titrated, usually from 46.1 µM), inactives show at the highest dose activity change, negative = cytotoxic, most hits filed as cytotoxic. 400,000 tested, 1.4% active; also: potency is read from the fitted curve at half-maximal effect; % is scaled to controls: 0 for no effect and ±100 for the full control effect; nearly all actives have a fitted effect of over 60% in size
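Cytotoxicity in the drug-sensitive parental line KB-3-1 was scored as loss of CellTiter-Glo luminescence following 72 h incubation with compound. Values come from curve fitting of normalized concentration-response data.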
SW480 rerep: induces DNA re-replication in SW480 colon adenocarcinoma cells. SW480 DNA re-replication, Hoechst DNA content imaging, 48 h. Potency, µM (titrated, usually from 46.1 µM), inactives show at the highest dose re-replication activation, actives largely listed as activators. 340,000 tested, 1.8% active. AID 624297; also: potency is read from the fitted curve at half-maximal effect; % of control where 0% means no effect; nearly all actives have a fitted effect of over 55% in size
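Treated cells incubate 48 hr (37 C, 5% CO2), are stained 40 min with Hoechst, and nuclear fluorescence is enumerated; a rise in nuclei with high DNA signal marks re-replication.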
HT1080 IDH1KD tx: toxicity to HT-1080 IDH1 knockdown cells (counter line) | HT-1080 IDH1 knockdown viability, ATP luminescence, 48 h | Potency, µM (series often up to 46.1 µM), inactives show at the top dose activity, negative = toxicity, most hits filed as cytotoxic | 360,000 tested, 2% active;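 also: potency is read from the fitted curve at half-maximal effect; 0% = DMSO wells and -100% = cell-free medium wells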
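% activity derives from luminescence (CellTiter-Glo), normalised to DMSO and no-cell wells. HT-1080-IDH1KD cells, 750/well, had 48 h compound exposure at 37 °C.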
* = called active by the depositor; ? = inconclusive; nt = not tested or not shown; [ ] = dose if it differs, or a comment. Unless noted, calls follow the shape of the dose curve; as a rule, active = well fitted curve in the direction sought with a large enough effect; inconclusive = small, poorly fitted or top-dose-only effect, or another doubt; inactive = no such curve, though single readings can be large; an effect the other way counts as inactive or inconclusive. Rows are unselected; any-hit rate near 11%.

SMILES | MCF10A rerep | HT1080-NT tox | HEK293 tox | IL1B secr inh | KB-V1 MDR tox | D3 ag | KB-3-1 cytotox | SW480 rerep | HT1080 IDH1KD tx
CCc1nc2c(cnn2-c2ccc(Cl)cc2)c(=O)n1-c1ccc2c(c1)OCCO2 | 12%[9.22 µM] | 13% | -12% | 12 | -19% | 6 | ? | -2% | 7%
COc1ccc(-c2ccc3oc(-c4ccsc4)cc(=O)c3c2)cc1F | 20% | 12% | -7% | 0 | ? | 6 | 15% | -3% | 15%
CCN1CCN(C(c2cccc(Cl)c2)c2c(O)cc(C)n(CCOC)c2=O)CC1 (stereo not drawn) | nt | nt | 5% | nt | 10% | 1 | 3% | nt | nt
CC(C)CCNC(=O)C(=O)NCc1ccccc1 | -1% | ? | 1% | 24 | 8% | -5 | 1% | -6% | 7%
CCCCNC(=O)COC(=O)c1cc(C)nc2ccccc12 | -1% | 5% | -5% | 0 | -2% | 16 | -2% | -3% | 21%
COc1ccc(-c2nc(CSCC(=O)N3CCN(c4cccc(C)c4)C(C)C3)c(C)o2)cc1OC (stereo not drawn) | 17% | -10% | -22% | -25 | ? | 4 | -28% | ? | -15%
COc1ccc(S(=O)(=O)NC(CC(C)C)C(=O)NC(C)c2cccs2)cc1 (stereo not drawn) | 9% | -2% | 3% | 8 | -4% | -9 | -13% | 7% | 16%
Cc1cc2ccccn2c1C(=O)c1cccc(F)c1 | ? | -14% | 10% | 2 | ? | 19 | 2% | 5% | -24%
O=C(Nc1ccccc1F)c1ccc2snnc2c1 | -1% | -6% | -13% | 18 | -5% | 0 | -1% | 18% | -9%
O=C(C1CCN(S(=O)(=O)c2cccc3cccnc23)CC1)N1CCn2c1nc1ccccc12 | -6% | 0% | -11% | -9 | 0% | -40 | 4% | -5% | -3%
CCC(C)[C@H](NC(=O)OC(C)(C)C)C(=O)N/N=C/c1ccc2cc(OC)ccc2n1 (stereo partly drawn) | 4% | 12% | -4% | 0 | -5% | 6 | 7% | nt | 2%
COC(=O)c1ccccc1NC(=S)NC(=O)C1CC1 | -3% | -1% | -2% | 22 | 16% | -5 | -2% | 3% | -1%
COc1cc(CC(=O)OCC(=O)NC2CCCCC2)cc(OC)c1OC | -2% | 5% | 7% | 21 | 0% | 2 | 1% | -4% | 16%
O=C(Nc1ccc(Oc2ccccc2)cc1)c1cnc2n(c1=O)CCS2 | 2% | -10% | 3% | 16 | ? | 6 | ? | -11% | -1%
OCCN(CCO)CC(O)COc1ccc2c(c1)OCO2 (stereo not drawn) | -1% | 15% | 8% | 22 | 1% | 2 | 16% | -16% | 14%
CCCCOc1ccc(C2(C)CC(=O)NC2=O)cc1 (stereo not drawn) | -1% | 1% | -4% | 0 | -16% | 7 | 5% | -6% | -4%[9.24 µM]
Cc1cc(NC(=O)c2cnn3c(C(F)F)cc(C4CC4)nc23)no1 | 3% | 0% | 17% | -5 | -2% | -8 | 1% | 2% | -1%
CCc1c(O)c(/C(C)=N\O)c(=O)n(-c2ccccc2)c1-c1ccccc1 | ? | -3% | 1% | -3 | -19% | -10 | 7% | -5% | -6%
O=C(O)CCNC(=O)/C(=C\c1ccco1)NC(=O)c1ccco1 | -4% | 3% | 4% | 16 | 2% | -3 | 1% | 2% | 16%
Cc1ccc(Nc2c(-c3ccc(C)o3)nc3ncccn23)cc1 | 6% | 7% | 63%[activator] | 79 | ? | -11 | 5% | 10% | 14%
CCOc1ccccc1C1C(C#N)=C(SCC(=O)OC)NC(=O)C1C(=O)OC (stereo not drawn) | 1% | 10% | 1% | -10 | -1% | 0 | 6% | -30%[inhibitor] | 3%
COc1ccc(NC(=O)CCCN2C(=O)CN(C)C2=O)c(OC)c1 | -5% | -2% | -4% | -12 | -10% | -5 | -3% | ? | 4%
CCOC(=O)c1cnc(N)nc1-c1ccccc1 | -5% | -3% | -9% | -14 | 5% | -8 | 14% | -10% | -5%
COC(=O)c1nn(-c2nc(-c3cccc(OC)c3)cc(C(F)(F)F)n2)cc1[N+](=O)[O-] | 3% | -1% | 4% | 39 | -3% | 3 | -12% | -5% | 6%
O=C(O)c1ccccc1C(=O)N1CCN(C(=O)c2ccccc2Cl)CC1 | -4% | 0% | 8% | -8 | 2% | -1 | -14% | -15% | -2%

Profiles from above. Order of values: MCF10A rerep, HT1080-NT tox, HEK293 tox, IL1B secr inh, KB-V1 MDR tox, D3 ag, KB-3-1 cytotox, SW480 rerep, HT1080 IDH1KD tx
`Cc1cc2ccccn2c1C(=O)c1cccc(F)c1` is entered as ?, -14%, 10%, 2, ?, 19, 2%, 5%, -24%
`O=C(Nc1ccccc1F)c1ccc2snnc2c1` is entered as -1%, -6%, -13%, 18, -5%, 0, -1%, 18%, -9%
`COC(=O)c1ccccc1NC(=S)NC(=O)C1CC1` is entered as -3%, -1%, -2%, 22, 16%, -5, -2%, 3%, -1%

Next section.
SMILES | MCF10A rerep | HT1080-NT tox | HEK293 tox | IL1B secr inh | KB-V1 MDR tox | D3 ag | KB-3-1 cytotox | SW480 rerep | HT1080 IDH1KD tx
CCC(CO)Oc1cc(NC(=O)c2ccc(Cl)cc2)c2ncn(C(C)C)c2c1 (stereo not drawn) | 0% | 9% | 8% | -4 | -2% | 1 | 13% | -2% | 16%
O=C(Nc1c(C(=O)Nc2ccc3c(c2)OCCO3)cnn1-c1ccccc1Cl)c1ccco1 | 1% | 0%[9.24 µM] | -14% | 31 | 0% | 17 | 10% | 0% | -4%
COc1ccc([N+](=O)[O-])cc1NC(=O)CSCc1ccc(Br)cc1 | -4% | -6% | 8% | -27 | -20% | -40 | ? | -3% | -14%
CC(=O)Nc1cccc(-c2cc(NC=O)c3ncc(-c4ccc(F)c(Cl)c4)n3c2)c1 | nt | 18µM* | ? | 19 | ? | 2 | ? | nt | ?
CC(=O)N(CC#CCN(C(C)=O)c1ccccc1)c1ccccc1 | nt | -1% | 26% | 8 | -26% | -6 | -22% | nt | -12%
Cc1ccc(C(=O)NCCNC(=O)COc2ccc(C)c(C)c2)cn1 | 6% | -1% | 1% | 36 | 10% | -15 | 5% | -6% | -3%
NC(=O)c1nn(-c2ccccc2)nc1NC(=O)CSc1nnnn1-c1ccc(Cl)cc1 | 0% | 1% | 8% | -13 | -17% | -5 | -2% | -8% | -7%
CCOc1cc(C2NC(=S)NC(C)=C2C(=O)Nc2ccc(OC)cc2)ccc1O (stereo not drawn) | 0% | -5% | 1% | 0 | -8% | 6 | 6% | 2% | 3%
O=S(=O)(Cc1noc(-c2ccccc2Cl)n1)c1ccccn1 | -9% | 22% | 8% | -12 | 3% | -11 | 4% | -9% | 2%
CCc1cccc(NC(=O)c2cnn(-c3ccccc3)c2C)c1 | -3% | -16% | -10% | ? | -5% | 0 | -2% | 4% | -1%
C=CCn1c(=N)n(CC(O)COc2ccc(OC)cc2)c2ccccc21 (stereo not drawn) | 6% | -16% | 26% | -22 | -7% | 1 | -29% | -3% | -24%
Cn1c(CCC(=O)Nc2ccc(S(C)(=O)=O)cc2)nc2cc(S(=O)(=O)N3CCOCC3)ccc21 | 20% | -1% | -2% | -18 | -17% | 1 | 0% | 2% | 3%
CCn1cc(C(=O)OCC(=O)Nc2cccc(S(=O)(=O)N3CCOCC3)c2)c(=O)c2ccc(C)nc21 | 10% | 6% | -3% | -8 | 8.2µM* | 2 | -2% | -14% | -21%
CN(C)c1nc(C(=O)NN)nc(N(C)C)n1 | 3.7µM* | 1% | -19% | -8 | 6% | -3 | -1% | 16% | 21%
CN1CCCN(S(=O)(=O)c2ccccc2)c2nc3ccccc3nc21 | ? | -2% | 6% | -9 | -7% | 1 | -6% | 19% | -7%
O=C(c1c(F)cccc1F)N1CCCC(c2nc(-c3cccs3)no2)C1 (stereo not drawn) | 21% | -16% | -3% | -4 | 7% | -5 | 0% | -4% | -16%
O=C(O)C1CCC(N2C(=O)C3C4CCC(C4)C3C2=O)CC1 (stereo not drawn) | -2% | 25% | 14% | 0 | 5% | -2 | 0% | -14% | 6%
COc1ccc(NC(=O)CCc2c(C)nc3nc(C)nn3c2C)cc1 | 7% | 8% | -9% | -4 | 16% | 5 | 22% | -15% | 11%
CC(=O)Nc1ccc(S(=O)(=O)NCCc2cc3ccc(C)c(C)c3[nH]c2=O)cc1 | 1% | 7% | 13% | -3 | 0% | 4 | 11% | -5% | 1%
O=C(Nc1ccc(F)c(Cl)c1)C1CCN(S(=O)(=O)c2cccnc2)CC1 | 0% | 9% | -14% | 7 | ? | -8 | ? | 2% | -10%

3 compounds from above, ordered by SMILES length, rising:
SMILES | MCF10A rerep | HT1080-NT tox | HEK293 tox | IL1B secr inh | KB-V1 MDR tox | D3 ag | KB-3-1 cytotox | SW480 rerep | HT1080 IDH1KD tx
CN1CCCN(S(=O)(=O)c2ccccc2)c2nc3ccccc3nc21 | ? | -2% | 6% | -9 | -7% | 1 | -6% | 19% | -7%
O=C(Nc1ccc(F)c(Cl)c1)C1CCN(S(=O)(=O)c2cccnc2)CC1 | 0% | 9% | -14% | 7 | ? | -8 | ? | 2% | -10%
CCn1cc(C(=O)OCC(=O)Nc2cccc(S(=O)(=O)N3CCOCC3)c2)c(=O)c2ccc(C)nc21 | 10% | 6% | -3% | -8 | 8.2µM* | 2 | -2% | -14% | -21%

Grouped by structure, those above containing two or more sulfur atoms
SMILES | MCF10A rerep | HT1080-NT tox | HEK293 tox | IL1B secr inh | KB-V1 MDR tox | D3 ag | KB-3-1 cytotox | SW480 rerep | HT1080 IDH1KD tx
COc1ccc(S(=O)(=O)NC(CC(C)C)C(=O)NC(C)c2cccs2)cc1 (stereo not drawn) | 9% | -2% | 3% | 8 | -4% | -9 | -13% | 7% | 16%
Cn1c(CCC(=O)Nc2ccc(S(C)(=O)=O)cc2)nc2cc(S(=O)(=O)N3CCOCC3)ccc21 | 20% | -1% | -2% | -18 | -17% | 1 | 0% | 2% | 3%
